# High-throughput results as filed in PubChem BioAssay.
# AMA1-RON2 inh – AMA1-RON2 (P. falciparum) interaction inhibition | AlphaScreen AMA1-biotinylated RON2 peptide binding | Potency, µM (doses to about 58.2 µM), without a hit: at the top dose activity change, negative = inhibition, most hits filed as inhibitors | actives 0.2% (n = 360,000);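 further: potency means the concentration at half of the fitted maximal effect; 0% = vehicle wells and -100% = peptide control; nearly all actives have a fitted effect of over 45% in size; some results filed as inactive show a strong effect at the top dose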
#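 AMA1 (3D7) with his tag at 25 nM final met compounds first, then biotinylated RON2 peptide at 25 nM; detection used donor plus acceptor beads, 10 µg/mL apiece, read by AlphaScreen after 30 min at room temperature.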
# AmpC inh detg – blocks E. coli AmpC beta-lactamase in detergent assay. P00811. actives 0.041% (n = 370,000). AID 485294. AmpC hydrolysis of nitrocefin, absorbance 480 nm, 0.01% Triton. Potency, µM (series often up to 114 µM), for inactives: at the highest dose activity change, negative = inhibition, actives largely listed as inhibitors;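 further: potency means the concentration at half of the fitted maximal effect; 0% = no-compound wells and -100% = no-enzyme wells; nearly all actives have a fitted effect of over 25% in size; some results filed as inactive show a strong effect at the top dose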
# Target sequence (P00811 whole entry, looked up): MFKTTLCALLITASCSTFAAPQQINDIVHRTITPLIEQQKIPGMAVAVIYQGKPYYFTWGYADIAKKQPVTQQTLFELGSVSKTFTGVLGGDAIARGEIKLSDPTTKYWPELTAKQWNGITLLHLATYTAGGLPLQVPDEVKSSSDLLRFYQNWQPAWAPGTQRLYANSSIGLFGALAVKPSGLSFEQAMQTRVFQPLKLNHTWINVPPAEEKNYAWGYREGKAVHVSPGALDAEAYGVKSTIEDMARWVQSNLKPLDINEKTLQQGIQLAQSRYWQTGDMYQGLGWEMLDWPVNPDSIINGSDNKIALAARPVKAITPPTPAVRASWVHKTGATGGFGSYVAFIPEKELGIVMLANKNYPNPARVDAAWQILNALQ
#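 20 mM phosphate pH 7.0 + 0.01% (detergent screen) or 0.0001% Triton X-100; 5.3 nM AmpC reagent; cpd preinc 15 min RT; nitrocefin (800 uM stock) to start; A480 q20 s × 4 min; Activity was normalised to no-enzyme and no-compound control wells.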
# LmPK inhibitor – LmPK (Leishmania mexicana) enzyme inhibition; Q27686; purified LmPK, Kinase-Glo ATP luminescence, 1 h; Potency, µM (doses to about 57.5 µM), without a hit: at the top dose activity change, negative = inhibition, hits mostly inhibitors; actives 0.37% (n = 290,000); AID 1721; further: potency means the concentration at half of the fitted maximal effect
# Target sequence (Q27686 whole entry, looked up): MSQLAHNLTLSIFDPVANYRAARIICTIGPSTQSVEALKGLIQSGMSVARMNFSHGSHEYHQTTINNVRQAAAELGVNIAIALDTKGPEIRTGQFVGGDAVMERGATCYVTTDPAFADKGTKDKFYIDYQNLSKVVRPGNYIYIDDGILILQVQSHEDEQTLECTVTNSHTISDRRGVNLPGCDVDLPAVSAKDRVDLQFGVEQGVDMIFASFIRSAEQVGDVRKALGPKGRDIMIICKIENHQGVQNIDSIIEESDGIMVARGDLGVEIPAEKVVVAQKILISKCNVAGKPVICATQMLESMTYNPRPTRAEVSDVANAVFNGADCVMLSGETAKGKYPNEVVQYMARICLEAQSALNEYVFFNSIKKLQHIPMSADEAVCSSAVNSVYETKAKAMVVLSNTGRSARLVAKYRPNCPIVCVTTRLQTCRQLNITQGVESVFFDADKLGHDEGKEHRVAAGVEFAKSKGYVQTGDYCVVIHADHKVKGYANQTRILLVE
#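 Pyruvate kinase activity monitored as ATP production (luciferase luminescence). Conditions: 0.1 nM enzyme, 0.5 mM PEP, 0.1 mM ADP, 1 h, RT; normalized against uninhibited and no-enzyme wells.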
# TbPYK inhibitor – blocks Trypanosoma brucei pyruvate kinase; TbPYK enzyme, Kinase-Glo Plus ATP luminescence, 45 min; Potency, µM (top dose mostly 76.8 µM), inactives show at the top dose activity, negative = inhibition, most hits filed as inhibitors; actives 0.12% (n = 410,000); further: potency means the concentration at half of the fitted maximal effect; nearly all actives have a fitted effect of over 50% in size
#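 Activity of T. brucei pyruvate kinase was followed by Kinase-Glo Plus luminescence after the enzyme reacted 45 min at room temperature with 130 uM ADP (final) and substrate. Test compounds were added before ADP at multiple concentrations.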
# HCV inhibitor – inhibitors of hepatitis C virus infection | Huh7.5.1 HCVcc-Cre infection, luciferase reporter, 44 h | Potency, µM (doses to about 41.8 µM), for the others: at the top dose activity change, negative = inhibition, usual class: inhibitors | actives 3.4% (n = 340,000) | AID 651820; further: potency means the concentration at half of the fitted maximal effect
#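 Infectious HCV cell culture screen: compound-treated cells (1,000/well, pre-plated 4 h) are infected with HCVcc-Cre at roughly 0.5 moi and grown 44 h. Infection is quantified by luciferase signal after 15 min substrate incubation at room temperature.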
# HCMV antiviral – human cytomegalovirus inhibition; HFF cells, HCMV-luciferase reporter, 72 h; active compounds read low; activity change, negative = inhibition, % at 57.5 µM; actives 4.5% (n = 410,000); AID 1259415; in the data active means activity change below about -60%; inconclusive means no clear call, values can overlap the other calls; inactive means above about -39%
#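 Two-dose cell screen: HFF monolayers treated with compounds and infected with luciferase-expressing HCMV at 1 PFU/cell, 72 h at 37C, then lysed for luciferase measurement.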
# AmpC no deterg – inhibitors of E. coli AmpC beta-lactamase without detergent; AID 485341; P00811; Potency, µM (highest dose often 57.1 µM), inactives show at the highest dose activity change, negative = inhibition, usual class: inhibitors; AmpC nitrocefin hydrolysis, absorbance 480 nm, 0.0001% Triton; actives 0.52% (n = 330,000);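 further: potency means the concentration at half of the fitted maximal effect; plate controls were no compound for no effect and no enzyme for full effect; nearly all actives have a fitted effect of over 20% in size; some results filed as inactive show a strong effect at the top dose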
#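 AmpC (5.3 nM in the dispensed reagent) in 20 mM phosphate pH 7.0 with 0.01% (detergent screen) or 0.0001% Triton X-100 was preincubated with compounds for 15 min at room temperature. Nitrocefin was then added from an 800 uM solution, and hydrolysis was followed at 480 nm.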
# Active calls of the source: *; ? = inconclusive; / = no result given; & = joins results of further samples; [ ] = another dose, or the depositor's remark. Unless noted, the call rests on the fitted dose curve; in most records, active means well fitted curve in the direction sought with a large enough effect; inconclusive means small, poorly fitted or top-dose-only effect, or another doubt; inactive means no such curve, though single readings can be large; an effect the other way counts as inactive or inconclusive. Unless noted, on the % scale 0 is the no-effect control and ±100 the full control effect.
# Each structure is followed by: AmpC inh detg	TbPYK inhibitor	AMA1-RON2 inh	LmPK inhibitor	HCMV antiviral	HCV inhibitor	AmpC no deterg
COc1ccc(CN2C(=NC(=O)c3ccccc3)SC3CS(=O)(=O)CC32)cc1 (stereo not drawn)
→ 4.9%	6.8%	8.0%	1.0%	-20.0	2.2%	-1.6%
Cc1cc(C)nc(N2CCC(C(=O)NCC3CCCCC3)CC2)n1
→ 8.7%	-6.1%	-4.8%	0.5%	33.6	11.0%	-22.2%
CC(=O)Nc1cc(-c2ccccc2Cl)cn2c(-c3ccc(S(C)(=O)=O)cc3)cnc12
→ /	1.4%	-16.3%	/	-5.6	/	/
C/C=C\C=C/C(=O)Nc1cccc(C2=NOC3(C2)C[C@@H](C(N)=O)N(C(=O)CCCCC)C3)c1 (stereo partly drawn)
→ -5.6%	?	1.4%	3.4%	-7.7	-26.2%	90.2%[activator]
O=C(Cn1nnc2ccccc21)OCC(=O)c1ccc(F)cc1
→ -2.7%	0.8%	6.5%	-0.3%	66.7	15.3%	-44.8%
CCn1c(Cc2ccccc2)nnc1SCC(=O)Nc1nc2ccccc2s1
→ -12.8%	-6.6%	8.0%	0.6%	-8.5	2.2%&18.4%	-15.3%
COc1cccc(N2C(=O)CN(Cc3ccccc3)C2=S)c1
→ -9.9%	6.0%	-16.4%	-1.8%	-11.8	-6.5%	-23.9%
CCCc1noc(-c2ccc(-c3ccccc3)cc2)n1
→ -8.4%	-7.1%	5.4%	-8.8%	53.6	6.7%	-5.7%
Cc1ccc(-c2nc3nc(C)cc(N4CCN(c5cc(Cl)ccc5C)CC4)n3n2)cc1
→ -0.5%	2.3%	/	/	18.0	/	/
Cc1ccc(C)c(NC2=C(Cl)C(=O)OC2OC(=O)c2ccco2)c1 (stereo not drawn)
→ -9.6%	-5.8%	4.6%	14.1%	9.0	10.8%	159.6%[activator]
C#CCOc1ccc(/C=N/NC(=O)c2cccnc2)cc1OCC
→ 0.7%	-3.2%	-2.0%	13.3%	-7.4	?	-7.9%
COc1ccc(-n2c(C)cc(C(=O)CSc3nn4c(=O)c(C(C)(C)C)nnc4s3)c2C)cc1
→ -13.8%	-0.1%	-3.7%	1.8%	-14.2	?	-42.1%
CC(C(=O)NCc1ccccc1)N1Cc2ccccc2C1=O (stereo not drawn)
→ 18.1%	-6.6%	/	/	-12.4	/	/
CC1=CC2OC3CC4OC(=O)C=CC=CC(=O)OCCC(C)C(O)C(=O)OCC2(CC1)C4(C)C31CO1 (stereo not drawn)
→ /	-0.5%	15.3%	/	-97.8*	/	/
CCOC(=O)c1c(S(=O)(=O)NCC(=O)Nc2ccccc2OC)c(C)n(C)c1C
→ -6.7%	-0.3%	-0.2%	-7.2%	?	12.1%	-4.1%
COc1ccc(-c2nc(SCC(=O)NCc3ccccc3Cl)n[nH]2)cc1
→ -1.1%	-12.6%	/	/	-19.7	/	/
O=C(NCc1ccc(Cl)cc1)C1CCCN(C(=O)c2ccc(Cl)cc2)C1 (stereo not drawn)
→ -2.5%	2.6%	-0.3%	/	-32.9	?	13.0%
COc1ccc(C)cc1-n1c(C)cc(C=O)c1C
→ 6.4%	1.4%	-0.7%	6.1%	?	?	-12.9%
CN(C)c1ccc(CNC(=O)Cn2c(=O)oc3cc(S(=O)(=O)NCc4ccccc4)ccc32)cc1
→ 0.1%	-6.6%[15.4 µM]	/	/	?	/	/
CN(Cc1ccccc1)C(=O)c1ccc(Nc2nc(C(N)Cc3ccc(C(F)(F)F)cc3)cs2)nc1 (stereo not drawn)
→ /	-4.8%	69.3%[activator]	/	-98.1*	/	/
COc1ccc(CCNC(=O)c2cc3c(=O)[nH]c4ccc(C)cc4c3s2)cc1OC
→ -1.4%	3.6%	/	/	-5.7	/	/
O=C(CO/N=C/c1ccccc1OC(F)F)NC1CCCCC1
→ -5.0%	-1.3%	-1.6%	-6.9%	-23.8	-15.5%	-2.3%
Cc1nc(SCCC(=O)O)c2ccccc2n1
→ 0.5%	1.4%	-0.2%	5.9%	79.5	-4.2%	2.6%
Cc1ccc(O)c(NC(=O)c2ccc3c(c2)C(=O)N(Cc2cccnc2)C3=O)c1
→ -0.8%	-5.6%	-2.3%	-4.4%	1.4	18.7%	-5.1%
Cc1ccc(C)c(NC(=O)C2C(c3ccccc3)C2(Cl)Cl)c1 (stereo not drawn)
→ -13.1%	-1.0%	1.3%	3.2%	-32.8	?	-53.9%
CC(Cc1cccs1)NC(=O)c1cccs1 (stereo not drawn)
→ -17.0%	-1.8%	-4.7%	-8.1%	30.1	3.5%	-4.0%
CCOc1ccc(NC(=O)C2CCN(S(=O)(=O)c3c(C)noc3/C=C/c3cccs3)CC2)cc1
→ 3.2%	8.2%	/	/	3.3	/	/
COC(=O)c1ccc(NC(=O)CC2C(=O)N(c3cccc(OC)c3)C(=O)N2Cc2ccco2)cc1 (stereo not drawn)
→ ?	-0.3%	/	/	-12.8	/	/
CCC(CO)Oc1cc(NC(=O)c2cccc([N+](=O)[O-])c2)c2ncn(C(C)C)c2c1 (stereo not drawn)
→ /	1.0%	1.7%	/	-12.7	2.82µM*	-5.5%
Cn1ccc2c(-c3cncc4ccccc34)cc3c(c21)C1CCC3O1 (stereo not drawn)
→ /	2.8%	-0.4%	/	-18.2	/	/

# Ordered by length of the SMILES (ascending): some entries from above.
# Each structure is followed by: AmpC inh detg	TbPYK inhibitor	AMA1-RON2 inh	LmPK inhibitor	HCMV antiviral	HCV inhibitor	AmpC no deterg
Cc1nc(SCCC(=O)O)c2ccccc2n1
→ 0.5%	1.4%	-0.2%	5.9%	79.5	-4.2%	2.6%
Cc1ccc(C)c(NC(=O)C2C(c3ccccc3)C2(Cl)Cl)c1 (stereo not drawn)
→ -13.1%	-1.0%	1.3%	3.2%	-32.8	?	-53.9%
Cn1ccc2c(-c3cncc4ccccc34)cc3c(c21)C1CCC3O1 (stereo not drawn)
→ /	2.8%	-0.4%	/	-18.2	/	/
CCOc1ccc(NC(=O)C2CCN(S(=O)(=O)c3c(C)noc3/C=C/c3cccs3)CC2)cc1
→ 3.2%	8.2%	/	/	3.3	/	/

# Next results
# Each structure is followed by: AmpC inh detg	TbPYK inhibitor	AMA1-RON2 inh	LmPK inhibitor	HCMV antiviral	HCV inhibitor	AmpC no deterg
COc1ccc(S(=O)(=O)Nc2cc(C)ccc2OC)cc1C
→ -6.5%	3.7%	2.2%	6.8%	-31.3	-13.6%	-19.6%
CC(C)c1ccc(/C=C2\SC(=S)N(CC(=O)NCCCN3CCOCC3)C2=O)cc1
→ 2.2%	-10.1%	13.9%	-3.1%	-14.4	3.3%	139.2%[activator]
Cn1c(Oc2ccc3c(c2)OCO3)nc2c1c(=O)n(Cc1ccccc1)c(=O)n2C
→ -5.6%	-3.2%	-8.9%	-3.9%	7.0	24.1%	-12.7%
CSc1nc2nc(-c3cccs3)cc(C(F)(F)F)c2c(=O)[nH]1
→ -7.3%	-3.1%	-6.7%	-2.2%	-17.0	-3.1%	-17.3%
O=C(c1cccc(C(=O)N2CCN(c3ccccc3F)CC2)c1)N1CCN(c2ccccc2F)CC1
→ 2.6%	3.0%	30.7%[activator]	-7.8%	-15.3	12.7%&-26.6%	24.7%
CCN(CC)CCNCC1C(=O)O[C@@H]2C[C@@]3(C)CCC[C@H](C)C3=C[C@H]12 (stereo partly drawn)
→ -0.8%	-6.4%	1.3%	0.2%	?	?	2.5%
O=C1NC(=O)N(CCNc2ncc(C(F)(F)F)cc2Cl)C(=O)C1Cc1ccc(Cl)cc1 (stereo not drawn)
→ ?	-10.6%	40.7%[activator]	3.4%	-3.6	16.8%	-9.9%
Cc1oc(CC(C)C)c(CN)c1C(=O)O
→ 2.3%	-3.3%	-1.3%	1.5%	35.0	2.1%	-12.3%
COc1ccc(CC(N)c2csc(NC(=O)Nc3cccc(C(F)(F)F)c3)n2)cc1 (stereo not drawn)
→ /	0.1%	73.6%[activator]	/	-39.2	/	/
Cc1ccccc1NC(=O)CSC1=Nc2ccccc2C2=NC(CCC(=O)NCc3ccccc3)C(=O)N12 (stereo not drawn)
→ -0.1%	0.8%	/	/	-3.6	/	/
COc1ccc(C(=O)N[C@H](C(=O)Nc2ccc(OC)nc2)C(C)C)cc1
→ 2.9%	-6.2%	1.3%	1.6%	62.9	11.2%	-10.1%
S=C(NCCc1ccccc1)N1CCN(C2CCCCC2)CC1
→ -12.1%	1.4%	-5.4%	1.3%	-21.4	-5.8%	-4.9%
COc1ccc(CCNC(=O)CC2Nc3ccccc3NC2=O)cc1OC (stereo not drawn)
→ -2.9%	-3.3%	64.0%[activator]	4.0%	-25.5	13.8%	40.3%
COC(=O)[C@H](C)NC(=O)N1CCC(Cc2ccccc2)CC1
→ 2.3%	5.3%	-14.4%	1.7%	16.7	9.6%	-3.9%
CC(Sc1nnc(-c2ccccc2Br)n1-c1cccc(C(F)(F)F)c1)C(N)=O (stereo not drawn)
→ -7.3%	-3.7%	4.6%	2.2%	-13.1	17.7%	83.4%[activator]
CCCn1c2ccccc2c2cnn(CC(=O)O)c(=O)c21
→ 4.6%	5.3%	0.2%	1.8%	-2.1	30.6%[activator]	2.8%
Cc1cc(Nc2ccc(F)c(Cl)c2)n2ncnc2n1
→ ?	-2.9%	76.0%[activator]	0.6%	28.5	14.7%	0.2%
CCOc1ccc(NC(=O)CCN2C(=S)NC(C)(C)CC2C)cc1 (stereo not drawn)
→ 0.0%	-9.0%	3.0%	6.2%	10.6	0.1%	-9.0%
O=C1CCC(c2ccc3ccccc3c2)O1 (stereo not drawn)
→ /	-6.7%	-5.8%	/	-33.6	12.3%	/
COC(=O)c1ccc(C2NC(=O)c3ccccc3O2)cc1 (stereo not drawn)
→ -9.2%	2.3%	2.3%	2.4%	13.8	13.8%	-12.1%
CC(C)(C)OC(=O)n1cc(CCO)c2ccccc21
→ 5.2%	-4.9%	-5.4%	/	23.2	?	48.2%
COc1ccc(-c2nc(-c3cccc(C)c3)nc(Cl)c2C#N)cc1
→ -12.8%	/	/	1.1%	/	/	0.2%
COc1cc(C(=O)N2CCN(c3ccccc3)CC2)c([N+](=O)[O-])cc1OC
→ -4.4%	-0.5%	0.3%	-0.2%	3.5	4.4%	24.3%
COc1ccccc1NC(=O)c1ccc2c(c1)CCN2S(C)(=O)=O
→ -16.7%	-4.7%	14.8%	-6.6%	-10.1	10.9%	-10.9%
O=C(COc1ccc(Cl)cc1)NCCCNC(=O)c1cccnc1
→ ?	-4.2%	-2.3%	-0.8%	46.3	15.1%	-1.5%
